hcDAF-12 act: H. contortus DAF-12 nuclear receptor activators, primary screen, cell-based, luminescence, HEK293, lit1-tk-luc reporter. AID 652067, 2013. HEK293 hcDAF-12 lit1-tk-luc reporter; 0% DMSO, 100% Δ7-dafachronic acid. 370,000 compounds, 1.4% hits. activation, % at 6.8 µM;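 active = activation above the mean of all tested compounds plus 3 SD, cut at about 5.5% in these data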;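 note: 100% = response to 3 µM Δ7-dafachronic acid high control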
DAX1 inh-1: DAX1 (NR0B1) inhibitors on StAR promoter, primary screen, cell-based, luminescence, SF-1 (NR5A1), full-length DAX-1 | HEK293T StAR-luciferase reporter, SF-1/DAX-1 repression relief | 370,000 compounds, 1.1% hits | AID 652010, 2013 | inhibition, % at 6.8 µM;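 active = inhibition above the mean over all tested compounds plus 3 SD, cut at about 3.6% in these data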;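 note: 0% = DAX-1 cells with DMSO and 100% = cells lacking DAX-1 with DMSO; higher inhibition means more luminescence from relief of DAX-1 repression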
sPLA2-III inh: human group III sPLA2 inhibitors, primary screen, biochemical, QFRET, BODIPY PC-A2 liposome substrate; QFRET BODIPY PC-A2 liposome hydrolysis, fluorescence; 370,000 compounds, 0.56% hits; inhibition, % at 12.2 µM; Group 3 secretory phospholipase A2 (Homo sapiens), Q9NZ20;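 active = inhibition above mean plus 3 SD of compounds lying within the high and low control bounds, cut at about 19% in these data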;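 note: 0% = median of test compound wells and 100% = no enzyme DMSO wells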
GC-A act: GC-A stimulated cGMP production enhancers – HEK293 GC-A cells, cGMP TR-FRET, EC30 ANP, primary screen | 370,000 compounds, 0.14% hits | 0% at EC30 ANP, 100% saturating ANP | activation, % at 10 µM | Atrial natriuretic peptide receptor 1 (Homo sapiens), P16066; in the data active = activation above about 40%
ssDAF-12 act: S. stercoralis DAF-12 nuclear receptor activators, primary screen, cell-based, luminescence, HEK293, GRIP1 co-expression, lit1-tk-luc; HEK293 ssDAF-12/GRIP1 lit1-tk-luc reporter; % of 3 µM dafachronic acid response; activation, % at 6.8 µM; 370,000 compounds, 1% hits; AID 652126, 2013;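 active = activation above the mean over all tested compounds plus 3 SD, cut at about 0.9% in these data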;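 note: 0% = DMSO-only wells and 100% = 3 µM delta7-dafachronic acid wells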
KLK7 zymogen act: proKLK7 zymogen activators, primary screen, biochemical, fluorescence intensity | Kallikrein-7 (Homo sapiens), P49862 | purified proKLK7, EDANS-DABCYL substrate fluorescence; 100% is mature enzyme control, 0% vehicle | activation, % at 7 µM | 370,000 compounds, 0.9% hits | AID 652039, 2013;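 active = activation above the mean of all tested compounds plus 3 SD, computed per campaign excluding outliers beyond control limits, cut at about 13% in these data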
SMARCA2 act: SMARCA2 (BRM) function activators, primary screen, cell-based, luminescence, high throughput. activation, % at 9.1 µM. 370,000 compounds, 1% hits. MG213 cells, MMTV-luciferase reporter, dexamethasone, overnight. AID 652017, 2013; in the data active = activation above about 7.8%;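 note: 0% = vehicle wells and 100% = reference activator wells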
hgDAF-12 ag: H. glycines DAF-12 receptor agonists, primary screen, cell-based, luminescence, HEK293, GAL4 fusion, UAS-luciferase. 370,000 compounds, 1.8% hits. HEK293 GAL4-hgDAF12 UAS-luciferase reporter, agonist luminescence; normalized to butyrate control. Nuclear hormone receptor DAF-12 (Heterodera glycines), GAL4 fusion. activation, % at 6.8 µM;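 active = activation above a cutoff set at the mean of all screened compounds plus 3 SD, cut at about 10% in these data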;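 note: 0% = DMSO wells and 100% = sodium butyrate wells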
GAA850 FXN act: FXN promoter activators, primary screen, cell-based, luciferase luminescence, HEK293 lucGAA850; HEK293 lucGAA850 FXN promoter luciferase reporter, 24 h; percent of 10 µM SAHA response; activation, % at 6 µM; 360,000 compounds, 0.56% hits;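 active = activation above the average of all compounds screened plus 3 SD, cutoff fixed separately per campaign, cut at about 7.5% in these data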;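 note: 0% = DMSO wells and 100% = 10 µM SAHA wells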
DAX1 inh-2: DAX1 (NR0B1) inhibitors, primary screen, cell-based, HEK293, Gal4-DAX1, luciferase luminescence. inhibition, % at 6.75 µM. 340,000 compounds, 0.99% hits. AID 504766, 2011. HEK293 Gal4-DAX1 luciferase reporter. Nuclear receptor subfamily 0 group B member 1 (Homo sapiens), P51843;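 active = inhibition above the mean over all tested compounds plus 3 SD, cut at about 4.2% in these data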;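 note: 0% = DAX1-transfected cells with DMSO and 100% = empty-vector control cells with DMSO; inhibition shows as a rise in luminescence from relieved DAX1 repression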
GC-B act: human GC-B receptor activators, primary screen, HEK293 GC-B cells, cGMP TR-FRET, EC30 CNP | 370,000 compounds, 0.11% hits | AID 1920062, 2024 | activation, % at 10 µM | 0% at EC30 CNP, 100% saturating CNP | Atrial natriuretic peptide receptor 2 (Homo sapiens), P20594;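 active = activation at 10 µM reaching about 35% in either raw or pattern-adjusted values, limit read from the data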
Target sequence (P20594 whole entry, looked up): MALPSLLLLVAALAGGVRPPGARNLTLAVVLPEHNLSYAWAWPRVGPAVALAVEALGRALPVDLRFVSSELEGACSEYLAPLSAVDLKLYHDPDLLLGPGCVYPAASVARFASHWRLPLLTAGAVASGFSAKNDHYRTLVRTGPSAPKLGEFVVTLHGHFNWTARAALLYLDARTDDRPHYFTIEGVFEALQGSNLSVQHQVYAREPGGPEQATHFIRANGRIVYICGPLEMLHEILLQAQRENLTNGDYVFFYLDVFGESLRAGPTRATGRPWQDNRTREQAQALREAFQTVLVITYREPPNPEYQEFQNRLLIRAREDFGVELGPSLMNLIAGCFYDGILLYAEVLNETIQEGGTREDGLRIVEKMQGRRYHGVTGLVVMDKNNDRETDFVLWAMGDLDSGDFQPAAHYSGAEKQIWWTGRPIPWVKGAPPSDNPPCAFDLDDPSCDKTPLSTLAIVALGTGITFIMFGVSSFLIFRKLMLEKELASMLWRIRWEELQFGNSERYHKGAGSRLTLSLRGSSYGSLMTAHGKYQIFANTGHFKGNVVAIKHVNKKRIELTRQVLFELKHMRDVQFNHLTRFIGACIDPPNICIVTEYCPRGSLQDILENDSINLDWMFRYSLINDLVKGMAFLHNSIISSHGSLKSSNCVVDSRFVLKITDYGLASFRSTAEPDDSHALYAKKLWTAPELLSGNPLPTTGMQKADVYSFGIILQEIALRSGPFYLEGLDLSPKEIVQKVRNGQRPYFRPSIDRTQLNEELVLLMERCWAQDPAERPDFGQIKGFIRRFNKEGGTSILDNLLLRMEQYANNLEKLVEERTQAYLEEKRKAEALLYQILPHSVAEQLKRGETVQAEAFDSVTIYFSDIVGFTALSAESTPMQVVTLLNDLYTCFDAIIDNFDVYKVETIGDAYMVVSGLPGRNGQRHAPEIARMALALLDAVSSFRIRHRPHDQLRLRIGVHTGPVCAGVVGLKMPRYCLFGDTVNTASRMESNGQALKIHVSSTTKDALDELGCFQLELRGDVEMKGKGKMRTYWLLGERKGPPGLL
* = called active by the depositor; · = not tested or not shown.

# | SMILES | hcDAF-12 act | DAX1 inh-1 | sPLA2-III inh | GC-A act | ssDAF-12 act | KLK7 zymogen act | SMARCA2 act | hgDAF-12 ag | GAA850 FXN act | DAX1 inh-2 | GC-B act
1 | Cc1nnc2c(NCCc3ccccc3)nc3ccccc3n12 | 1.1 | 0.5 | 12 | 17 | -0.7 | 0.5 | -3 | -2.4 | -2.1 | 0.2 | 7
2 | CCOC(=O)C1=C(C)NC(=S)NC1c1ccc(OCC(=O)N2CCCCC2)cc1 (stereo unspecified) | -0.8 | -0.4 | 18 | -2 | 0.4 | 0.2 | -1 | -2.0 | -0.8 | -0.3 | -3
3 | CCCCCC/C=C/c1ccc(OC)c([C@H]2[C@H]3C=CC[C@@H](C)[C@@H]3C(=O)N2Cc2ccccc2)c1 | -0.4 | 0.0 | 5 | -1 | -1.2 | 0.1 | 0 | 0.5 | 0.8 | -0.2 | -1
4 | O=C(NC1=NCCS1)c1ccccc1OCc1ccc(F)cc1 | -0.6 | -0.9 | 6 | 0 | -1.0 | -0.3 | 10* | 1.7 | -0.8 | -1.0 | -1
5 | O=C(NCCN1C(=O)CSC1=O)c1ccccc1 | -1.5 | 0.3 | 6 | 4 | -0.8 | -0.1 | 0 | -0.7 | 3.9 | -0.1 | 7
6 | Cc1cc(NC(=O)CSc2nc3sc4c(c3c(=O)n2C)CCCC4)no1 | -1.9 | 0.2 | 2 | -2 | -1.1 | 0.5 | -1 | -3.8 | 2.0 | 0.3 | 1
7 | CC(N)c1csc(Nc2cc(Oc3ccccc3)ncn2)n1 (stereo unspecified) | -1.7 | 0.1 | 17 | -8 | -1.7 | -0.5 | -1 | -2.0 | 0.9 | · | -1
8 | COc1ccccc1Nc1nc(N)nc(CSC(=S)N2CCN(c3ccccc3)CC2)n1 | -1.1 | -0.2 | 5 | -4 | -0.5 | 0.4 | 8.7* | -2.8 | -0.8 | 2.4 | -2
9 | O=C(NCC1(c2ccccc2)CCCC1)C(=O)NCC1(c2ccccc2)CCCC1 | -0.9 | 0.0 | -1 | 4 | -1.7 | -0.1 | -3 | -0.1 | 0.4 | 0.2 | 1
10 | Cc1ccsc1/C=C(\C#N)C(=O)NC1CCS(=O)(=O)C1 (stereo unspecified) | -0.4 | -0.3 | 5 | 0 | -0.4 | 0.4 | 4 | 5.5 | 0.9 | -0.2 | -1
11 | Cc1ccc(NC(=S)NNc2ccc([N+](=O)[O-])cc2S(=O)(=O)Nc2ccccc2C(=O)O)cc1C | -0.5 | 0.2 | 0 | -2 | -0.3 | 0.4 | -2 | -1.5 | 2.9 | 0.0 | 5
12 | O=C(NNC(=O)C1CC1c1ccccc1)c1ccccc1[N+](=O)[O-] (stereo unspecified) | -1.1 | 0.4 | 10 | 1 | -1.0 | -0.3 | -2 | -0.7 | -0.8 | 3.4 | 2
13 | COc1ccc(OCCN2C(=O)c3ccccc3C2=O)c([N+](=O)[O-])c1 | 0.5 | 1.3 | 0 | -4 | -0.5 | 0.5 | 3 | 3.0 | 2.1 | 0.6 | -5
14 | COc1ccc(NC(=O)c2ccccc2NC(=O)c2ccccc2C(=O)O)c(OC)c1 | -1.2 | 0.9 | 22* | -2 | 0.2 | -0.4 | 2 | 4.7 | 0.8 | 2.8 | 4
15 | CCN1CCN(c2ccc(S(=O)(=O)N3CCOCC3)cc2NC(=O)c2cc(F)c(F)c(F)c2F)CC1 | -1.1 | 0.4 | 13 | 8 | -0.7 | -0.1 | 0 | -0.9 | -0.2 | -0.6 | 7
16 | Cc1cc(C)n(/N=C/c2ccc(O)cc2)c(=O)c1C#N | -0.7 | -1.2 | -1 | -5 | -0.5 | 0.7 | 0 | -6.2 | 0.3 | 1.6 | -1
17 | COc1ccccc1C(=O)N1CCN(c2cccc(C(F)(F)F)c2)CC1 | -1.6 | -3.1 | 1 | -8 | -1.8 | 0.0 | 0 | 0.2 | -6.3 | -2.4 | -1
18 | Cc1ccccc1OCC(=O)N1CCCc2ccccc21 | -0.7 | 0.4 | 1 | -1 | -1.8 | -0.2 | 2 | 0.0 | 3.4 | -0.5 | -2
19 | COc1ccc(NC(=O)CCCC2CCCCC2)c(OC)c1 | 0.3 | 2.4 | 0 | 4 | -0.9 | -0.4 | 2 | 1.6 | 3.1 | 0.3 | 0
20 | CC(OCCN1CCCC1)(c1ccc(F)cc1)c1ccc(F)cc1 | -1.3 | -0.4 | -4 | -29 | -1.5 | -0.5 | 2 | -0.7 | -1.1 | -1.0 | -11
21 | O=C(O)COCC(=O)Nc1ccc2c(c1)ncn2CCc1ccccc1 | 0.1 | 0.3 | 4 | 3 | -1.1 | 0.1 | 0 | -2.0 | -0.7 | 0.0 | -1
22 | CCOC(=O)CSc1ccc(-c2nc3ccccc3[nH]2)cn1 | -1.0 | -0.5 | 4 | 6 | -0.9 | 2.4 | 0 | 5.0 | 0.6 | 1.6 | 9
23 | CCN(CC)C(=O)Oc1ccc2c(=O)c(-c3ccc(OC)cc3)coc2c1 | -2.2 | 0.6 | -10 | 5 | -1.9 | -0.1 | 0 | 6.3 | 1.3 | 1.3 | 4
24 | COc1ccc2oc(C(=O)OCC(=O)N3CCCC3=O)c(C)c2c1 | 0.0 | 1.0 | -4 | 1 | -0.9 | 6.5 | 7 | 1.0 | 3.0 | 2.0 | -3

Continued; the last 2 above are carried over.
# | SMILES | hcDAF-12 act | DAX1 inh-1 | sPLA2-III inh | GC-A act | ssDAF-12 act | KLK7 zymogen act | SMARCA2 act | hgDAF-12 ag | GAA850 FXN act | DAX1 inh-2 | GC-B act
23 | CCN(CC)C(=O)Oc1ccc2c(=O)c(-c3ccc(OC)cc3)coc2c1 | -2.2 | 0.6 | -10 | 5 | -1.9 | -0.1 | 0 | 6.3 | 1.3 | 1.3 | 4
24 | COc1ccc2oc(C(=O)OCC(=O)N3CCCC3=O)c(C)c2c1 | 0.0 | 1.0 | -4 | 1 | -0.9 | 6.5 | 7 | 1.0 | 3.0 | 2.0 | -3
25 | COc1ccccc1N1CCN(C(=O)C(OC(C)=O)c2ccccc2)CC1 (stereo unspecified) | -0.2 | 0.6 | -4 | -1 | -0.3 | 0.3 | 0 | -0.7 | -2.7 | -0.1 | 6
26 | CCOC(=O)/C(=C/c1ccc(OC)cc1)NC(=O)c1ccco1 | 1.0 | -0.3 | 16 | -3 | -1.5 | 0.1 | -2 | -1.7 | 0.1 | 1.4 | 1
27 | COc1ccc(N2CC(C(=O)Nc3nnc(SCc4ccccn4)s3)CC2=O)cc1 (stereo unspecified) | -0.4 | -0.4 | -8 | -1 | -0.9 | -0.4 | 4 | 1.5 | 0.0 | 0.3 | -4
28 | O=C(O)CSC1CC(=O)N(c2ccc(F)cc2)C1=O (stereo unspecified) | -1.1 | 1.3 | 13 | 3 | -1.4 | -0.7 | -4 | 1.6 | 1.4 | 0.3 | 5
29 | O=C(Nc1ccccc1)c1snc2c(=O)[nH]cnc12 | -0.7 | 0.0 | -16 | 1 | -0.9 | 0.3 | 5 | 4.6 | 1.1 | 0.1 | -1
30 | COc1ccccc1CNC(=O)C(C)n1nc(C)n2c(cc3occc32)c1=O (stereo unspecified) | -1.0 | 0.1 | 3 | -1 | -1.4 | 0.5 | -1 | -0.9 | 1.0 | 0.1 | 0
31 | COc1ccc(N(C(=O)c2csnn2)C(C(=O)NC2CCCC2)c2ccccc2)cc1 (stereo unspecified) | -0.9 | -0.1 | 2 | -18 | -1.7 | 0.1 | -1 | -0.7 | -2.0 | 0.0 | -4
32 | CCOC(=O)c1c(N)sc(C(=O)N(C)C)c1CN1CCOCC1 | -0.4 | -0.7 | 3 | -1 | -0.6 | 0.2 | -5 | 1.1 | -2.9 | 1.6 | -3
33 | CCNC(=O)CC1SC(=Nc2ccccc2C)N(C)C1=O (stereo unspecified) | -1.2 | 0.3 | 5 | 2 | -0.3 | -0.1 | -3 | -0.2 | -1.2 | 1.1 | -2
34 | COc1ccc(/C=C/C(=O)N(CC(C)C)CC(C)C)cc1Br | -2.7 | -1.9 | -4 | 4 | -2.3 | 0.4 | -3 | -2.0 | 0.5 | 0.3 | -4
35 | Cc1cc(-c2ccccc2C(=O)NCc2ccccc2)on1 | -0.5 | -0.3 | -3 | -1 | -0.9 | 1.0 | 0 | -2.3 | 1.0 | 0.5 | 1
36 | NC(=O)CC(NC(=O)c1cccc(Br)c1)c1ccc(NC2CCN(Cc3ccccc3)CC2)c([N+](=O)[O-])c1 (stereo unspecified) | 2.3 | -0.3 | -5 | -1 | -1.7 | 1.0 | 1 | 0.4 | 0.9 | 0.3 | 0
37 | Cc1cccc(-c2noc(CCc3ccccc3)n2)c1 | -1.7 | 0.7 | 1 | 1 | -1.4 | 0.0 | 11* | 3.9 | 2.1 | 2.6 | -11
38 | Cn1c(SCC(=O)N2c3ccccc3Sc3ccccc32)nc2ccccc21 | -1.6 | -0.6 | -13 | -15 | -1.2 | 0.2 | 0 | -0.2 | 3.3 | -0.1 | -15
39 | COc1ccc(CN2CN3Cc4cc(OC)ccc4C3CS2(=O)=O)cc1 (stereo unspecified) | -0.5 | -1.5 | 5 | 2 | -1.5 | -1.1 | -1 | 3.0 | · | · | -5
40 | Cc1csc(NC(=O)c2cncc(Br)c2)n1 | 6.8* | 5.2* | 5 | 1 | 0.2 | 0.1 | 5 | 11* | 1.2 | 0.4 | -1
41 | Fc1ccc(CSc2ncnc3scc(-c4ccccc4)c23)cc1 | -2.1 | -0.3 | 11 | -5 | 0.3 | -0.7 | -2 | -2.6 | 8.9* | 0.8 | -3
42 | CSc1nnc(N2C(=O)C(O)=C(C(=O)c3ccc(C)o3)C2c2ccc(C)cc2)s1 (stereo unspecified) | 4.9 | 1.7 | -12 | 31 | -0.1 | -0.4 | 4 | 11* | 4.4 | 1.6 | -5
43 | O=C(OCc1nc2ccsc2c(=O)[nH]1)c1cc(Br)c(Br)s1 | -1.5 | 0.4 | 9 | -2 | -0.6 | -0.6 | -1 | -1.5 | 0.9 | 3.1 | -3
44 | O=C(Cc1ccccc1)NNc1ccc2ccccc2c1 | 5.9* | 2.0 | -37 | -1 | -0.2 | -0.3 | 0 | 0.8 | 2.8 | 3.0 | -2
45 | COc1cccc(NC(=O)CN(C)C(=O)C23CC4CC(CC(Cl)(C4)C2)C3)c1 | 0.9 | -1.1 | -4 | -4 | -1.3 | 1.0 | -2 | 0.2 | 1.3 | -0.7 | -2
